CHT PAM: CHT positive allosteric modulators, primary screen, cell-based, membrane potential dye, choline EC20. High affinity choline transporter 1 (Homo sapiens), Q9GZV3. CHT-expressing cells; hits give high values; LV-AA mutant CHT in HEK293 cells. B-score at 10 µM. hit rate 0.49% among 310,000. AID 488977, 2010;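 active = initial fluorescence not abnormally high and integrated response B-score, plate-corrected, over 3 SD above library mean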
Target sequence (Q9GZV3 whole entry, looked up): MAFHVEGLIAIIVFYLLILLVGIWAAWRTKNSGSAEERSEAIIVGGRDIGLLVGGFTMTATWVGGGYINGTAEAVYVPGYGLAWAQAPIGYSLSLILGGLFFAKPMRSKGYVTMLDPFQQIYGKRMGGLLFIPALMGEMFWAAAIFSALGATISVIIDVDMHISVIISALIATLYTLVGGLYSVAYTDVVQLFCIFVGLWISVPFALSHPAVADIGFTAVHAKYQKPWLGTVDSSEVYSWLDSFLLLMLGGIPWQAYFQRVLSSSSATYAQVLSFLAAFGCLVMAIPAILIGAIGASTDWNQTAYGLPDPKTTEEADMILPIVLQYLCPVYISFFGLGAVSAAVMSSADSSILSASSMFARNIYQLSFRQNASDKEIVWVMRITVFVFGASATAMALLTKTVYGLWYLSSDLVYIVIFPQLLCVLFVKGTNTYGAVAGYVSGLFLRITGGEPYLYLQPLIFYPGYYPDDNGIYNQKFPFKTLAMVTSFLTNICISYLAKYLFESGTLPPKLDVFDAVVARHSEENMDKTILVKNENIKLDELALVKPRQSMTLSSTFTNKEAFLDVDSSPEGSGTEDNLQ
OX1R antagonist: OX1R (HCRTR1) antagonists, primary screen, fluorescence, CHO/OX1R cells, Fluo-8 calcium, orexin A | Fluo-8 calcium fluorescence | inhibition, % at 5 µM | AID 434989, 2010 | Orexin/Hypocretin receptor type 1 (Homo sapiens), O43613 | hit rate 0.43% among 330,000;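 active = inhibition above its plate's threshold, mean inhibition of all tested compounds on the plate plus 3 SD, cut at about 37% in these data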;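 note: 0% = orexin A challenge wells and 100% = SB-334867-A antagonist wells; not every result past the cut was called active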
Target sequence (O43613 whole entry, looked up): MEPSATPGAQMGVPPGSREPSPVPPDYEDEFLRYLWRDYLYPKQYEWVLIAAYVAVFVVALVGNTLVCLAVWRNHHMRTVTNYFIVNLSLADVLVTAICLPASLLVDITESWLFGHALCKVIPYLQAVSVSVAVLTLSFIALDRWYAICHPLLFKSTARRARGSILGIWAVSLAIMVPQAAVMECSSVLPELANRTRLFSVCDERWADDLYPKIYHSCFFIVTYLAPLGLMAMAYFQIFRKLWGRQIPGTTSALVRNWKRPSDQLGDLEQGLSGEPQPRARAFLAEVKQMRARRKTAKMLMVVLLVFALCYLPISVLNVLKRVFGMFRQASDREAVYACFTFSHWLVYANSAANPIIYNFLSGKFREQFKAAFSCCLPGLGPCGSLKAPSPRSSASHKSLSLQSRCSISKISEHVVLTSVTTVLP
The depositor's hits bear a star; i = inactive; nt = not tested or not shown.

A first look:
SMILES | CHT PAM | OX1R antagonist
N=c1c(S(=O)(=O)c2ccc(Br)cc2)cc2c(=O)n3ccccc3nc2n1Cc1ccccc1 | i | -16.7
CCOc1ccc(CCNC(=O)CCn2cccc2)cc1OCC | i | -32.2

Results, previewed entries included:
SMILES | CHT PAM | OX1R antagonist
N=c1c(S(=O)(=O)c2ccc(Br)cc2)cc2c(=O)n3ccccc3nc2n1Cc1ccccc1 | i | -16.7
CCOc1ccc(CCNC(=O)CCn2cccc2)cc1OCC | i | -32.2
C/C(Cc1ccccc1)=N\NC(=O)CNC(=O)c1ccccc1Cl | i | -26.7
COc1ccc(-n2c(SCC(=O)Nc3nccs3)nc3c(c2=O)SCC3)cc1 | i | -17.6
CCOC(=O)c1c(S(=O)(=O)NCC(C)c2ccccc2)c(C)n(C)c1C (centres undefined) | i | 12.5
N#Cc1ccccc1N=Cc1ccc(Br)cc1 | i | -8.9
CC(C)NS(=O)(=O)c1ccc(CCC(=O)Nc2ccc3c(c2)OCCO3)cc1 | i | -14.2
CNc1nc(-c2c(C)n(C)c3ccc(OC)cc23)cs1 | i | -15.8
O=C(Nn1cnnc1)c1csc2ccccc12 | i | -4.5
O=S(=O)(c1cccs1)N1CCN(C/C=C/c2ccccc2)CC1 | i | -10.4
CCOC(=O)/C(=C/c1ccc(OC)cc1)NC(=O)c1ccco1 | i | -1.0
CC(=O)Nc1ccc(S(=O)(=O)NC2(C(F)(F)F)NC(=O)N(c3ccc(Cl)cc3)C2=O)cc1 (centres undefined) | i | 17.9
CCn1nc(C)c(NC(=O)/C=C/c2ccc(OC)c(COc3ccc(Cl)cc3Br)c2)c1C | i | -24.9
N#Cc1ccccc1S(=O)(=O)N1CCN(C(=O)[C@@H]2CCCN2C(=O)c2cccs2)CC1 | nt | -21.4
Cn1c(CNC(=O)CCNC(=O)c2cccc(F)c2)cc(=O)n(C)c1=O | i | -5.1
Cc1cc(=O)n(CC(=O)Nc2cc(Cl)ccc2C)c(C(C)C)n1 | i | -0.4
CN1CCN(CC(=O)NC23CC4CC(CC(C4)C2)C3)CC1 | i | -26.1
COc1ccc(Br)cc1S(=O)(=O)N1CCOCC1 | i | -6.5
Cc1noc(/C=C/c2ccccn2)c1[N+](=O)[O-] | i | -30.2
CC(C)CCNC(=O)c1cc(-c2ccco2)nc2ccccc12 | i | -20.2
CCCCc1ccc(NC(=S)Nc2cccnc2)cc1 | i | -8.3
Cc1cc(Br)ccc1OCC(=O)NC1CCCC1 | i | -8.0
CCOc1ccc(OCC)c(S(=O)(=O)N2CCCCC2C)c1 (centres undefined) | i | -23.9
O=c1[nH][nH]c2cc(=O)n(-c3ccc(Cl)cc3)nc12 | i | -1.7
Cc1ccc(S(=O)Cc2ccc(C(=O)N3CCN(C4CCCCC4)CC3)o2)cc1 (centres undefined) | i | -18.6
COC(=O)CCNC(=O)Cn1cnc2sc3c(c2c1=O)CCCC3 | i | -18.7
CN(C)CCNc1nc(-c2ccco2)c2c(c1C#N)CC(C)(C)OC2 | 10.6* | -14.7
CCN1C[C@@H]2[C@@H]3C(=O)N(Cc4ccccc4)C(=O)[C@@H]3[C@](Cc3ccccc3)(C(=O)OC)N2C1=NC1CCCCC1 | nt | -11.5
Cc1occc1C(=O)NNC(=S)Nc1ccccc1C(F)(F)F | i | -1.5
CCC(=O)c1ccc(OCC(=O)N2CCc3cc(OC)c(OC)cc3C2)cc1 | i | -9.8
COc1ccc(Nc2nc(NCc3ccco3)nc(N/N=C/c3ccccc3F)n2)cc1 | i | -20.4
COC(=O)c1ccc(NC(=O)c2ccccc2NS(=O)(=O)c2ccccc2)cc1 | i | 18.8
CCc1ccc(NC(=O)COC(=O)/C=C/c2c(C)nn(C3CCS(=O)(=O)C3)c2Cl)cc1 (centres undefined) | i | -8.1
O=S1(=O)CCO[C@H]2Cc3ccccc3[C@H]2N1Cc1ccccc1F | i | -3.9
N#CC(C#N)=Cc1cn(-c2ncc(C(F)(F)F)cc2Cl)c2ccccc12 | i | -8.7
COc1ccc(O)c(CN2CCC(n3nccc3NC(=O)CCOc3ccccc3)CC2)c1 | i | -20.6
O=C(COC(=O)CC1c2ccccc2CCN1S(=O)(=O)c1ccc(F)cc1)Nc1ccccc1 (centres undefined) | i | -20.5
CC(C)Cn1c(SCC(=O)NCCCN2CCCC2=O)nc2ccccc21 | i | -22.3
CC(C)(C)OC(=O)NCCCCCNC(=O)c1[nH]cnc1C(=O)Nc1ccon1 | nt | 3.6
C=CCNC(=O)CN(c1ccc(F)cc1)S(=O)(=O)c1ccc(OC)cc1 | i | -12.7
CCOc1cc(C=O)ccc1OCCn1c([N+](=O)[O-])cnc1C | i | -18.9
COc1ccc(F)cc1C(=O)C1CCCN(Cc2ccc(Sc3nncn3C)o2)C1 (centres undefined) | i | -20.5
CCc1c(O)nc(SCC(=O)N2CCCCC2)n(-c2ccccc2C)c1=O | i | -14.3
O=C(CCC1CCCC1)N[C@@H](Cc1ccc(O)cc1)C(=O)O | i | -11.2
O=C(c1cccc(Cl)c1)N1CCN(C(=O)c2ccccc2F)CC1 | i | -6.2
Cn1c(/C=C/c2ccc(Br)cc2)c([N+](=O)[O-])c(=O)n(C)c1=O | i | -11.6
COc1ccc(-c2csc(NC(C)c3nc4cc(Cl)c(N5CCCCC5)cc4n3CCOCCO)n2)cc1 (centres undefined) | i | -8.5
S=C(Nc1ccc(CN2CCCCC2)cc1)Nc1cccc(Cl)c1Cl | i | -23.2
Cc1ccc(C(C)C)c(OCC(=O)NNCC(=O)Nc2cccc(F)c2)c1 | nt | -6.3
CCc1ccccc1NC(=O)c1cnc2scc(C)n2c1=O | i | -8.2

Next part.
SMILES | CHT PAM | OX1R antagonist
Cc1cccc(N(CC(=O)NC2CCCC2)C(=O)CCCC(=O)Nc2ccccn2)c1 | i | -16.4
Cc1c(C(c2ccc(O)cc2)c2c(C)n(C)n(-c3ccccc3)c2=O)c(=O)n(-c2ccccc2)n1C | i | -19.4
Cc1ccc(-n2nc(-c3ccc(OC(F)(F)F)cc3)cc2N)cc1C | i | 5.5
O=C(CSc1nnc(Cc2ccc3c(c2)OCO3)n1C1CCCCC1)NC1CCCC1 | i | -18.0
COCCN(CCOC)C(=O)c1ccc(CSc2nc3ccccc3s2)cc1 | i | -5.0
COc1ccc(C2N=C(Nc3ccc(C)cc3)Nc3nc(C)cc(=O)n32)cc1 (centres undefined) | i | -6.3
O=C(NC1=NCCS1)C1CC(=O)N(c2ccccc2)C1 (centres undefined) | i | -9.0
O=C(c1ccco1)N1CCCC(c2nc3c(nnn3Cc3ccccc3)c(=O)[nH]2)C1 (centres undefined) | i | -24.8
CCOC(=O)Cn1nnnc1C(CC)N(Cc1cccs1)Cc1cc2ccc(OC)cc2[nH]c1=O (centres undefined) | i | -36.4
O=C(CCCC(=O)Nc1ccccc1Br)N/N=C/c1c(F)cccc1Cl | i | -19.5
COC(=O)[C@@H]1C2CCC(C(=O)Nc3ccccc3)(CC2)[C@@H]1C(=O)OC | i | -1.1
CCCCn1c(=O)c2ccccc2n2c(=S)[nH]nc12 | i | -21.6
Cc1ccccc1-n1nc(C)c2cc(C(=O)N3CCN(S(=O)(=O)c4ccc(Cl)cc4)CC3)sc21 | i | -15.9
COc1cccc(C(=O)N2CCC(N3CC(C)OC(C)C3)CC2)c1 (centres undefined) | i | -6.0
Cc1c(O)c2ccccc2oc1=O | i | -3.3
CCOC(=O)c1c(NC(=O)c2cc(CC(C)C)on2)sc(C(C)=O)c1C | i | -9.4
C/C(=N\NC(=S)Nc1ccc(F)cc1)C1CC1 | i | -23.3
COc1cccc(C(=O)OCn2nnc3ccccc3c2=O)c1 | i | -15.3
Cc1cc(C(=O)N/N=C/c2cc(Br)ccc2OC(=O)c2ccc(Br)cc2)n[nH]1 | i | -15.4
COc1ccccc1-c1nn(-c2ccccc2)cc1C(=O)NCC(c1ccco1)N1CCCC1 (centres undefined) | nt | -45.7
Fc1ccccc1-n1[nH]nnc1=S | i | -6.5
COc1cc(-c2nc3oc4ccccc4c(=O)c3c(=O)n2Cc2ccco2)cc(OC)c1OC | i | -46.6
CCOC(=O)C1CCN(C(=O)COc2ccc(Br)cc2C)CC1 | i | -28.1
O=C(CN1CCN(c2ccc(O)cc2)CC1)Nc1ccc2c(c1)OCCO2 | i | -6.0
COc1ccccc1C(=O)CN1C(=O)NC2(CCc3ccccc32)C1=O (centres undefined) | i | -12.6
CN1CCC(=NNC(=O)C(=O)Nc2ccccc2F)CC1 | i | -25.8
COc1ccc2[nH]c(=O)c(CN(C(=O)c3cccnc3)c3cc(C)ccc3C)cc2c1 | i | -8.3
c1cc(CSc2nnc(-c3ccc4c(c3)OCO4)o2)ccn1 | i | -17.3
Cc1cccc(C(=O)NNC(=O)c2ccccc2-n2cccc2)c1 | i | -19.8
COc1ccc(/C=C2\SC(=S)N(NC(=O)c3csc4c3CCCC4)C2=O)cc1 | i | -30.2
CC1=C(C(=O)O)N2C(=O)C(NC(=O)c3ccccc3Cl)C2SC1 (centres undefined) | i | -2.9
CC(C)(C)N(Cc1ccccc1)C(=O)c1ccc2c(c1)OCCO2 | i | -46.2
CC1(C)Cc2c(cnn2-c2ccccc2)C(=O)/C1=N\NC(=O)c1ccccc1 | i | -15.6
c1cncc(-c2nnc(SCc3nc4ccccc4[nH]3)o2)c1 | i | -6.9
CN(CC(=O)NC(=O)NC1CCCCC1)c1ccccc1 | nt | -11.0
COc1ccc2cc3cc(C(=O)N4CCCCCC4)oc3nc2c1 | i | 2.1
CCOC(=O)C1=C(C)NC(=O)NC1c1c(O)ccc2ccccc12 (centres undefined) | i | -15.5
COc1ccccc1OC(C)C(=O)N1CC(=O)Nc2ccccc21 (centres undefined) | i | -0.6
O=C(/C=C/c1cccs1)N1CCN(c2ccccc2)CC1 | i | -6.1
O=C(CN1CCN(CC(=O)Nc2ccccc2Cl)CC1)Nc1ccc(F)c(F)c1 | i | -18.5
COc1ccc2c(=O)c3c(=O)n(-c4ccccc4)c(-c4ccco4)nc3oc2c1 | i | -23.6
COc1ccc(CCN2C(=O)CSC2c2ccc(OC)c(OC)c2)cc1OC (centres undefined) | i | -8.4
COc1ccc([C@@H](NC(=O)OC(C)(C)C)C(=O)OC(C)(C)C)cc1 | nt | -18.4
COc1ccc(NC(=O)COC(C)=O)cc1OC | i | -17.5
COCCn1c(=S)[nH]c2cc(C(=O)NCCc3ccccc3)ccc2c1=O | i | -12.2
COc1cccc(-c2cccc(NC(=O)C3CCN(Cc4cccc(C)n4)CC3)c2)c1 | i | -25.1
CC1CCN(C(=O)c2cccc(S(=O)(=O)N3CCCc4ccccc43)c2)CC1 | i | -13.9
CC(C)(C)C1CCc2nc(NC(=O)Cc3cn4ccsc4n3)sc2C1 (centres undefined) | i | 3.3
COc1ccc(NC(=O)N2CCC(C(=O)c3ccc4c(c3)OCCO4)CC2)cc1 | i | -22.8
CC(=O)c1cccc(NC(=O)Nc2cccs2)c1 | i | -10.1

Given field by field: entries from further up.
> CN(CC(=O)NC(=O)NC1CCCCC1)c1ccccc1
- CHT PAM: nt
- OX1R antagonist: -11.0
> COc1ccc2cc3cc(C(=O)N4CCCCCC4)oc3nc2c1
- CHT PAM: i
- OX1R antagonist: 2.1
> CCOC(=O)C1=C(C)NC(=O)NC1c1c(O)ccc2ccccc12 (centres undefined)
- CHT PAM: i
- OX1R antagonist: -15.5
> COc1ccccc1OC(C)C(=O)N1CC(=O)Nc2ccccc21 (centres undefined)
- CHT PAM: i
- OX1R antagonist: -0.6

Next records:
SMILES | CHT PAM | OX1R antagonist
CC(Nc1cc(=O)n(C)c(=O)[nH]1)c1ccccc1 (centres undefined) | i | -15.1
Cc1cc(Cl)c(OCCCCNC(C)(C)C)c(Br)c1 | i | -13.9
COc1ccc(C(=O)Nc2cnc3sc(C)nn3c2=O)cc1 | i | -11.5
COc1ccc(CNC(=O)CCC(=O)N2CC(C)Oc3ccccc32)cc1 (centres undefined) | i | -1.8
O=c1n(-c2ccccc2)c(=O)n(Cc2ccccn2)n1Cc1ccccn1 | i | -7.0
C=CCN1C(=O)S/C(=C/c2ccc(Sc3nc4ccccc4[nH]3)o2)C1=O | i | 47.4*
COC(=O)CCc1ccc(O)cc1 | i | -0.6
Oc1ccc(CN2CCCCC2)c2cccnc12 | i | -3.0
CN1CCN(CC(=O)Nc2ccc([N+](=O)[O-])cc2Br)CC1 | i | 3.2
CC(C)(C)c1ccc(/C=N/Nc2ccc(C(=O)O)cc2)cc1 | i | -6.3

Quoted from the listing:
For OX1R antagonist, `Cc1cc(Cl)c(OCCCCNC(C)(C)C)c(Br)c1` reads -13.9
For OX1R antagonist, `CN1CCN(CC(=O)Nc2ccc([N+](=O)[O-])cc2Br)CC1` reads 3.2

Going on with the list:
SMILES | CHT PAM | OX1R antagonist
COc1ccc(/C=C(\C#N)C(=O)OCC(=O)Nc2c(C)cccc2C(C)C)cc1 | i | -13.8
CN1/C(=C\C(=O)c2ccco2)c2ccccc2CC1(C)C | i | -8.4
N#CC1=C(N)Oc2n[nH]c(-c3ccc(F)cc3)c2C1c1cccc(OC(=O)N2CCOCC2)c1 (centres undefined) | i | -16.5
CCNc1nc(NCC)nc(N/N=C/c2ccc(Br)cc2)n1 | i | -26.2
O=C(/C=C/c1ccc(O)c(O)c1)c1ccccc1O | i | -5.4
CCOCCCNC(=O)c1ccc2c(=O)n(CCCOCC)c(=S)[nH]c2c1 | i | -18.8
COc1ccccc1NC(=O)N1CCc2[nH]c3ccc(Cl)cc3c2C1 | i | 3.5
CC(C)CCN1CCN(Cc2cc3ccccc3[nH]2)CC1CCO (centres undefined) | i | -12.2
